Vc quorum ag = induces V. cholerae light production without autoinducers. V. cholerae BH1578 lux reporter, luminescence, 6 h. activation, % at 18.7 µM. actives 0.16% (n = 350,000); in the data active = activation mostly above about 9.7%, no sharp cut-off; inconclusive = no clear call, values can overlap the other calls; inactive = mostly below about 3.7%; note: not every result past the cut was called active; inactives centre near 0; reference of the scale not given here
TcdB GH inh = inhibitors of Clostridioides difficile toxin B glycohydrolase | inhibition, % at 9.99 µM | TcdB glycohydrolase enzymatic assay, plate reader | AID 652162 | actives 0.24% (n = 350,000); in the data active = inhibition above about 10%
FadD28 binding = blocks FadD28 binding to the bisubstrate probe. actives 0.22% (n = 360,000). fluorescence polarization. inhibition, % at 12.5 µM; in the data active = inhibition above about 8.5%, passing the limit was not always enough; inconclusive = no clear call, values can overlap the other calls
Mtb FBA inh = inhibits M. tuberculosis FBA enzyme. P9WQA3. purified M. tuberculosis FBA, fluorescence read-out. inhibition, % at 1 µM. actives 2.3% (n = 360,000); in the data active = inhibition above about 27%;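 note: 0% = vehicle and 100% = reference inhibitor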
Target sequence (P9WQA3 whole entry, looked up): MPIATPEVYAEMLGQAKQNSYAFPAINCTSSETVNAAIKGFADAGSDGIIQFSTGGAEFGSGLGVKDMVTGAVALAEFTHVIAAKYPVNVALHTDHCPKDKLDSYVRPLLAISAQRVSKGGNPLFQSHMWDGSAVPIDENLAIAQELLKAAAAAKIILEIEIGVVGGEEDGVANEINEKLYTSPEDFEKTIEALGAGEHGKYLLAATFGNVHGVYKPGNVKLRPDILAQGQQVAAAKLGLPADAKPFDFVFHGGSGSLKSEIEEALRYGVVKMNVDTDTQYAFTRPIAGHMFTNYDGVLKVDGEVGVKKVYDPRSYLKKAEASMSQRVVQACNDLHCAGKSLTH
GDH-TPI inh = inhibits GDH-TPI coupling enzymes, artifact for Mtb FBA screen; GDH-TPI coupled enzyme counterscreen, NADH absorbance; inhibition, % at 4.8 µM; actives 1.2% (n = 360,000); AID 588335; in the data active = inhibition above about 30%;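 note: 0% = DMSO wells and 100% = wells lacking the enzyme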
PfHsp40 yeast = compounds rescuing yeast from Plasmodium falciparum HSP40 toxicity. S. cerevisiae expressing PfHsp40, growth rescue, ATP luminescence. growth rescue, % at 12.5 µM. actives 0.68% (n = 340,000); in the data active = growth rescue above about 28%, passing the limit was not always enough; inconclusive = no clear call, values can overlap the other calls;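 note: yeast W303a lacking pdr1 and pdr3 grown in galactose medium; growth measured after three days at 30 °C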
UGM FP inh = blocks M. tuberculosis UGM enzyme; actives 0.06% (n = 320,000); inhibition, % at 10 µM; purified UGM, fluorescence polarization probe displacement; in the data active = inhibition above about 10%, passing the limit was not always enough; inconclusive = no clear call, values can overlap the other calls
Target sequence (P9WIQ1 whole entry, looked up): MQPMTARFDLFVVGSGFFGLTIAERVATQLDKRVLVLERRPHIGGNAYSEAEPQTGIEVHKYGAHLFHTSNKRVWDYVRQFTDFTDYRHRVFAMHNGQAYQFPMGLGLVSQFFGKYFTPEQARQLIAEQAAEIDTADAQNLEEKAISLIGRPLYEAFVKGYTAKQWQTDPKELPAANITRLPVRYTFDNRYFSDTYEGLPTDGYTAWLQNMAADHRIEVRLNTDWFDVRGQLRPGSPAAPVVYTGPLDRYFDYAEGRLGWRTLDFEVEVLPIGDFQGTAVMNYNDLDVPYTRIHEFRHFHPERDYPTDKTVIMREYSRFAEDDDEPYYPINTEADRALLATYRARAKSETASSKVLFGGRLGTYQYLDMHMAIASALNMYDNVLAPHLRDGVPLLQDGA
Yp Topo-I inh = blocks Yersinia pestis topoisomerase I activity; AID 504884; Y. pestis Topo-I cleavage product accumulation, plate reader; activity, % at 10 µM; actives 0.064% (n = 360,000); in the data active = activity above about 50%, passing the limit was not always enough; inconclusive = no clear call, values can overlap the other calls; note: inactives centre near 2
BioA inh = inhibitors of Mycobacterium tuberculosis BioA enzyme; purified M. tuberculosis BioA enzyme, plate reader; inhibition, % at 9.99 µM; actives 0.096% (n = 360,000); in the data active = inhibition above about 40%; inconclusive = no clear call, values can overlap the other calls
An asterisk follows results filed as active; i = inactive; ? = inconclusive; / = not tested or not shown; & = joins results of further samples.

SMILES	Vc quorum ag	TcdB GH inh	FadD28 binding	Mtb FBA inh	GDH-TPI inh	PfHsp40 yeast	UGM FP inh	Yp Topo-I inh	BioA inh
Cc1noc(C)c1S(=O)(=O)Nc1ccc2c(c1)C(=O)N([C@H](C)CO)C[C@H](C)[C@@H](CN(C)C(=O)Nc1ccc(C(F)(F)F)cc1)O2	i	0.1&1.2	-2.0	4	9	-0.6	/	-9	-3.4&-0.9
Cc1ccc(OCC(=O)NCCCNC(=O)c2ccco2)cc1	i	0.8	0.0	-1	-5	-0.4	0.3	1	-0.6
CC(=O)Nc1ccc(C(=O)NCC(=O)OCc2ccccc2F)cc1	-0.2	0.3	-0.1	-3	10	1.3	-1.7	-2	-1.1
CC(=O)Nc1ccc(CN2CCN(CC=C(C)C)C(CCO)C2)cc1 (stereo unspecified)	-4.8	0.9	-3.3	7	-13	-0.1	4.4	3	1.4
CCC(C)NC(=O)c1cnn2c1NC(c1ccc3c(c1)OCO3)CC2C(F)(F)F (stereo unspecified)	-0.1	/	-3.2	-2	-16	-0.2	2.1	0	3.0
O=C(CCNc1cccc(F)c1)c1cc2ccccc2o1	i	1.1	-1.1	28*	3	-0.6	-0.4	15	/
CCC(=O)N1CCC2(CC1)Oc1ccc(F)cc1C(=O)C21CC(c2cccnc2)=NO1 (stereo unspecified)	-0.3	2.2	0.2	8	12	0.0	-1.6	-5	-2.5
Cc1ccc(/C=C2\SC(=S)N(C(Cc3ccccc3)C(=O)O)C2=O)cc1 (stereo unspecified)	-0.4	/	-5.7	-1	14	161*	-3.5	1	6.3
Cn1c(C(=O)NCc2cccnc2)cc2sc(Cl)cc21	-0.2	4.5	-3.2	-2	-4	2.3	-1.2	11	1.3
CC(C)C(=O)Nc1cccc(C(=O)NCc2ccc(S(N)(=O)=O)cc2)c1	i	/	-2.5	1	-10	1.6	1.1	7	-0.5
COc1ccc(CN(C(=O)c2cccs2)C(C(=O)NC2CCCCC2)c2ccc3ncccc3c2)cc1 (stereo unspecified)	-6.2	/	-2.4	-2	-5	-0.1	2.4	-2	/
Cc1ccccc1NC(=O)Cc1nc(COC(=O)CSc2ccccc2)cs1	-0.7	-0.4	-1.3	2	8	-3.0	-1.8	43	0.5
CCCNC(=O)/C(C#N)=C1\N=C(NC(=O)c2ccco2)c2ccccc21	i	0.8	-0.3	-4	35*	0.0	0.0	-11	/
CC(OC(=O)c1ccc2c(c1)S(=O)(=O)c1ccccc1C2=O)C(N)=O (stereo unspecified)	-0.3	1.3	/	1	-9	-0.2	0.3	2	/
c1ccc2c(c1)CCN(CCCNc1nc3ccccc3n3cnnc13)C2	0.0	0.6	-3.7	1	-1	-0.3	/	3	0.1
COc1ccc(NC(=O)CSc2nnc(-c3ccccc3)n2Cc2ccco2)c(OC)c1	-0.7	/	-0.9	0	6	1.2	-0.6	28	2.1
O=C(c1cccc(F)c1)N1CCN(C2CCCCC2)CC1	-0.2	1.2	-2.2	-2	0	54*	-1.0	-11	-0.4
CCCn1nnnc1NCc1ccc(OC)cc1	495*	1.3	-0.7	0	4	-1.1	-2.5	1	-0.1
CCCCN(C(=O)c1cc(=O)[nH]c2ccccc12)c1c(N)n(CCCC)c(=O)[nH]c1=O	i	0.5	1.1	3	4	-2.1	-3.3	5	0.1
OCC1(CCOc2ccccc2)CCN(Cc2ccc3cccc(F)c3n2)CC1	-0.9	0.9	-3.1	7	2	-0.9	2.6	17	2.4
Cc1ccc(C(=O)NC(Cc2ccc(C(C)(C)C)cc2)C(=O)O)cc1 (stereo unspecified)	i	0.4	-1.8	3	8	0.2	/	0	0.6
CCCN1CCc2cc(O)cc3c2[C@H]1Cc1ccc(O)c(O)c1-3	i	-9.6	-2.3	8	-6	-0.1	1.2	-15	-0.4
CC(=O)c1ccc(N2CCN(CC(O)COC(c3ccccc3)c3ccccc3)CC2)cc1 (stereo unspecified)	-0.3	0.8	-0.4	-1	15	-1.1	0.2	32	1.7
COc1ccc(CN2CCNCC2)c(OC)c1OC	-3.6	1.9&0.8	-2.8&-0.9	2&-2	0&0	-0.5&0.4	1.1&-1.5	-5&-2	1.1&1.4
CC(C)NS(=O)(=O)c1ccc2c(c1)oc(=O)n2C	-0.1	1.1	-2.2	0	-6	0.9	-0.2	3	0.2

Some values from the entries so far:
Value for `Cc1ccccc1NC(=O)Cc1nc(COC(=O)CSc2ccccc2)cs1` under Vc quorum ag: -0.7
Value for `COc1ccc(CN(C(=O)c2cccs2)C(C(=O)NC2CCCCC2)c2ccc3ncccc3c2)cc1` (stereo unspecified) under FadD28 binding: -2.4
Value for `CCC(=O)N1CCC2(CC1)Oc1ccc(F)cc1C(=O)C21CC(c2cccnc2)=NO1` (stereo unspecified) under GDH-TPI inh: 12
Value for `O=C(c1cccc(F)c1)N1CCN(C2CCCCC2)CC1` under Mtb FBA inh: -2

(cont.)
SMILES	Vc quorum ag	TcdB GH inh	FadD28 binding	Mtb FBA inh	GDH-TPI inh	PfHsp40 yeast	UGM FP inh	Yp Topo-I inh	BioA inh
[O-]C1=N/[N+](=C/c2ccc(Cl)c(Cl)c2)CC1	2.0	/	1.2	1	6	-1.0	-2.1	4	0.5
NC(=O)c1ccc(NC(=O)CSc2nnc(-c3ccccn3)n2N)cc1	-0.4	0.8	0.7	0	1	-0.5	0.0	2	/
COc1cccc(-n2nc(C(=O)NCC3CCCO3)c3ccccc3c2=O)c1 (stereo unspecified)	-0.3	4.0	-1.5	2	18	-0.1	-0.3	3	0.0
Cc1ccccc1N(C(=O)c1snc(C(N)=O)c1N)C(C)C(=O)NC1CCCCC1 (stereo unspecified)	i	-0.7	-1.7	32*	5	0.0	-0.7	14	-0.2
Cc1ccccc1OCC(=O)Nc1ccccc1C(=O)NC1CC1	i	-0.5	-1.0	4	10	1.0	1.1	-6	-5.2
COc1ccc(N=N/C(C(C)=O)=C(/C)O)cc1	-0.2	-0.2	-0.9	-6	10	-0.8	-0.8	3	/
CN(C(=O)c1ccc2ccccc2c1)c1ccccn1	-0.5	1.7	-1.5	3	4	0.5	-1.9	6	-3.1
COc1ccc(S(=O)(=O)N2CCOC2CNC(=O)C(=O)NCc2ccccn2)cc1C (stereo unspecified)	-0.5	1.8	0.2	-2	5	-1.0	-0.7	7	-1.0
COc1ccc(OC)c(-c2nc(C(N)=O)c3[nH]c(=O)n(-c4ccc(F)cc4)c3n2)c1	-0.3	0.5	-2.1	1	23	-0.2	-0.9	5	1.5
COc1ccccc1C(=O)Nc1cccc(C(=O)N2CCOCC2)c1	i	2.8	0.3	3	8	-0.4	-0.3	-13	-2.5
NC(=O)C1(Nc2ccccc2)CCCC1	-1.2	-10	-0.2	1	-9	1.0	/	-3	0.1
COc1ccc(CCN(C)c2ncnc3sccc23)cc1OC	-0.3	2.7	1.5	3	4	14	-0.8	-6	/
COc1cc2[nH]c(=S)nc(NCc3ccc(Cl)cc3)c2cc1OC	i	-0.2	/	7	11	-0.9	2.1	-12	-0.8
O=C(NC1CCCC1)C1CCN(c2nccs2)CC1	-2.2	/	-4.6	-1	5	-0.1	0.0	0	0.5
O=C(c1ccccc1)C1CCN(C(=O)c2ccc(Cl)cc2)CC1	i	0.4	0.2	1	-8	-0.6	-1.2	12	3.8
Cc1ccc(C(=O)Nc2nc(-c3ccccn3)cs2)o1	-0.5	0.5	-1.6	8	17	1.3	-0.9	-8	/
COc1ccccc1C(=O)NCCSCc1c(F)cccc1Cl	-0.5	-0.4	-0.5	0	-1	2.8	1.4	?	0.9
O=C(O)/C=C\C(=O)Nc1ccccc1C(=O)NC1CCCCC1	-1.0	1.0	0.1	52*	7	-0.4	-1.9	-12	/
CCOC(=O)c1ccc(S(=O)(=O)N2CCC(C(=O)O)CC2)cc1	i	-8.0	2.0	4	2	-1.5	2.3	-11	-4.0
CCOCc1nnc(NC(=O)c2cc(OC)c(OC)c(OC)c2)s1	-0.3	-0.1	-0.3	-1	7	0.2	-2.0	-3	-2.5
CCCCN1C(=O)N(C)C2C1N(C)C(=O)N2CCCC (stereo unspecified)	-0.3	/	-1.9	3	1	-0.8	1.6	-5	-0.3
CNC(=S)N(Cc1ccc2c(c1)OCO2)C1CC(=O)N(c2ccc(F)cc2)C1=O (stereo unspecified)	i	/	-6.7	1	0	1.0	2.3	-4	/
Cc1[nH]c2ccccc2c1CN1CCC(Cc2ccccc2)CC1	-0.2	-1.3	-3.4	2	16	0.9	1.4	3	7.0
Cc1ccc(NS(=O)(=O)c2cc([N+](=O)[O-])ccc2NNC(=S)Nc2cccc(Cl)c2)c(C)c1	0.0	/	8.6*	-2	9	24	-3.1	-36	/
CN(Cc1ccccc1)C(=O)c1ccc(NC(=O)Cc2ccc(NC(=O)C3CCN(C(=O)C4CCCC4)CC3)cc2)cc1	i	-2.1	-6.7	-3	10	1.9	/	15	-1.7

Some of the entries so far, with bars between the fields:
compound | Vc quorum ag | TcdB GH inh | FadD28 binding | Mtb FBA inh | GDH-TPI inh | PfHsp40 yeast | UGM FP inh | Yp Topo-I inh | BioA inh
NC(=O)C1(Nc2ccccc2)CCCC1 | -1.2 | -10 | -0.2 | 1 | -9 | 1.0 | / | -3 | 0.1
COc1ccc(OC)c(-c2nc(C(N)=O)c3[nH]c(=O)n(-c4ccc(F)cc4)c3n2)c1 | -0.3 | 0.5 | -2.1 | 1 | 23 | -0.2 | -0.9 | 5 | 1.5

More structures follow.
SMILES	Vc quorum ag	TcdB GH inh	FadD28 binding	Mtb FBA inh	GDH-TPI inh	PfHsp40 yeast	UGM FP inh	Yp Topo-I inh	BioA inh
O=C(NCc1ccccc1Cl)C(=O)c1cn(CC(=O)N2CCOCC2)c2ccccc12	-0.3	1.4	-2.1	-2	27	-0.8	-1.3	8	-1.6
COC(=O)c1ccc(C(=O)OC)c(NC(=O)N2c3ccccc3Sc3ccccc32)c1	-0.5	0.8	-0.2	14	9	4.0	-0.2	6	-1.8
COc1ccc(-c2noc(CN(Cc3nccn3C)C(C)C)n2)cc1	i	1.6	-6.3	3	0	-1.4	3.2	5	1.2
CCOc1ccc(-n2cnnn2)cc1S(=O)(=O)N1CCCCC1	-1.0	/	-2.8	-2	-8	-0.9	-1.9	7	0.7
CC1CCc2sc(C(=O)NCC3CCCO3)cc2C1 (stereo unspecified)	i	-0.3	-1.7	0	4	0.5	/	0	/
CCOC(=O)C1CCN(C(=O)CS(=O)(=O)Cc2nc(-c3ccccc3Cl)oc2C)CC1	i	0.0	0.7	3	9	0.4	1.3	15	-1.6
CCOC(=O)C1(Cc2cccc(F)c2)CCN(C(=O)c2cnc(C)cn2)CC1	i	0.2	-0.5	4	2	2.8	3.2	12	/
Cc1ccccc1NC(=O)CCS(=O)(=O)c1ccc(Br)s1	-0.3	1.3	-1.1	2	-3	-1.0	3.2	3	0.8
COc1ccccc1C(=O)NC(CCSC)C(=O)NCC(c1cccs1)N1CCOCC1 (stereo unspecified)	i	-3.1	0.4	3	-1	-0.2	4.0	1	1.8
COc1ccccc1/C=N/NC(=O)c1nnn(-c2nonc2N)c1-c1ccccc1	-3.1	-0.1	-1.7	-1	14	0.8	4.3	0	-0.6
COC(=O)CCC(=O)Nc1cc(OC)c(OC)cc1Cc1nccc2cc(OC)c(OC)cc12	i	1.1	/	-2	-7	-0.5	1.7	3	1.5
COc1cc(Cl)c(C)cc1NC(=O)CN1C(=O)C2CC=CCC2C1=O (stereo unspecified)	-2.0	-0.2	-1.9	5	2	-0.7	2.9	3	-0.6
Cc1ccccc1C(=O)NNC(=O)c1ccncc1	i	0.2	-1.4	2	8	-1.6	-1.4	5	-0.5
CN(c1cccc(Cl)c1)S(=O)(=O)c1cccc(C(=O)Nc2nc3ccccc3[nH]2)c1	-3.6	0.3	-7.2	-2	9	-0.7	-0.3	8	/
Cc1noc(C)c1S(=O)(=O)Nc1ccc2c(c1)C(=O)N([C@H](C)CO)C[C@H](C)[C@H](CN(C)C(=O)NC(C)C)OCCCC[C@@H](C)O2	-0.7	-4.0&1.0	-0.6	4	8	/	/	16	0.2&-1.3
CCOC(=O)c1sc2nc(C)cc(-c3ccccc3)c2c1N	-0.1	/	-3.1	6	3	3.7	-0.3	13	/
CN(C)c1cc(-c2ccc(Br)cc2)oc(=O)c1Cl	-1.4	0.1	-0.5	-2	21	/	-2.1	-3	-1.0
CC(C)N(C(=O)CCl)c1ccccc1	-0.2	1.7	-0.9	-1	-3	0.2	/	5	-1.0
CCOC(=O)C1=C(C)Nc2ncnn2C1c1cccnc1 (stereo unspecified)	-1.6	/	-1.2	1	-1	-0.8	-1.0	0	-1.8
